Source: PubChem BioAssay
AHR act = AHR activators, primary screen, cell-based, luminescence, luciferase reporter, human | 320,000 compounds, 2.5% hits | Aryl hydrocarbon receptor (Homo sapiens), P35869 | AHR-responsive luciferase reporter cells | AID 2796, 2010 | activation, % at 5 µM; in the data active means activation above about 47%;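 further: 0% = vehicle wells and 100% = reference agonist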
PME-1 primary = PME-1 inhibitors via competitive probe labeling, primary screen, biochemical, fluorescence polarization, FP-Rh probe, HTS. Protein phosphatase methylesterase 1 (Homo sapiens), Q9Y570. 320,000 compounds, 0.53% hits. recombinant PME-1. inhibition, % at 5.9 µM;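 active means inhibition above the campaign mean of all compounds plus 3 SD, cut at about 26% in these data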;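 further: competitive labeling of PME-1 active site by serine hydrolase directed probe; 0% = PME-1 with DMSO and 100% = wells lacking PME-1 enzyme; inhibitors block probe labeling so polarization falls and inhibition rises; many of its hits are not listed in these tables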
MEX-5 binding = MEX-5 zinc finger RNA-binding disruptors – biochemical, C. elegans, fluorescence polarization, MLPCN library, primary screen; Zinc finger protein mex-5 (Caenorhabditis elegans), Q9XUB2; AID 1832, 2009; activity score (negative = inhibition of binding), % at 10 µM; MEX-5/FITC-TCR2 RNA binding; hits give low values; 300,000 compounds, 0.38% hits;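 active means inhibition past about -25% in most replicates, and total fluorescence under double the plate's negative control median, limit read from the data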;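 further: 0% = DMSO and -100% = 5 µM competing unlabeled TCR2 RNA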
Fam108B inh = mouse Fam108B serine hydrolase inhibitors, primary screen, counter-screen for RBBP9 inhibitor project, biochemical, fluorescence polarization; recombinant Fam108B, FP-Rh probe fluorescence polarization; inhibition, % at 9.51 µM; 300,000 compounds, 0.33% hits;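 active means inhibition above the screen mean inhibition plus 3 SD, computed separately per campaign, cut at about 18% in these data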;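 further: inhibitors lower polarization as less probe binds the enzyme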
MCL1 BIM primary = inhibitors of MCL1 binding to BIM-BH3, primary screen, biochemical, fluorescence polarization; Induced myeloid leukemia cell differentiation protein Mcl-1 (Homo sapiens), Q07820; GST-MCL1 / FITC-Bim-BH3 fluorescence polarization; inhibition, % at 10.9 µM; 320,000 compounds, 0.68% hits;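 active means inhibition above the mean inhibition of all tested compounds plus 3 SD, set per campaign, cut at about 40% in these data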;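 further: 0% = DMSO wells and 100% = unlabeled Bim-BH3 peptide control; higher means more loss of mP so more displacement of Bim peptide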
Target sequence (Q07820 whole entry, looked up): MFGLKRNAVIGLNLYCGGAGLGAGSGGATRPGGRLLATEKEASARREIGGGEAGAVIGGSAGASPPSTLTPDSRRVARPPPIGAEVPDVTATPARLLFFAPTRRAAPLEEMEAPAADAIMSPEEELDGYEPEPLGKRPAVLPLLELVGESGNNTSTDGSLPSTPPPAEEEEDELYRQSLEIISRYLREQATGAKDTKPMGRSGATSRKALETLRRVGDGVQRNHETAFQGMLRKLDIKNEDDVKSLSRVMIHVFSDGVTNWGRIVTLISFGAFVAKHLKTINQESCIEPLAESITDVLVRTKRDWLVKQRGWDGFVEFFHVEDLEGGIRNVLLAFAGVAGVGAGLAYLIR
PAFAH1B2 FP inh = PAFAH1B2 enzyme inhibitors, primary screen, biochemical, fluorescence polarization, human | Platelet-activating factor acetylhydrolase IB subunit alpha2 (Homo sapiens), P68402 | recombinant PAFAH1B2, FP-rhodamine activity probe | inhibition, % at 3.39 µM | 340,000 compounds, 1.2% hits | AID 492953, 2010;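 active means inhibition above the mean of all tested compounds plus 3 SD, cut at about 24% in these data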;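 further: 0% = enzyme with DMSO and 100% = wells lacking PAFAH1B2; many of its hits are not listed in these tables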
Bcl-xL primary = inhibitors of human Bcl-xL, primary screen, biochemical, fluorescence polarization, HTS. AID 2129, 2009. GST-Bcl-xL / FITC-Bim BH3 peptide fluorescence polarization. 320,000 compounds, 0.7% hits. Bcl-2-like protein 1 (Homo sapiens), Q07817. inhibition, % at 10.9 µM;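 active means inhibition above the mean of all tested compounds plus 3 SD, cutoff set per campaign, cut at about 30% in these data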;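 further: 0% = DMSO wells and 100% = unlabeled Bim-BH3 peptide competitor; inhibitors lower millipolarization by displacing the labeled peptide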
Target sequence (Q07817 whole entry, looked up): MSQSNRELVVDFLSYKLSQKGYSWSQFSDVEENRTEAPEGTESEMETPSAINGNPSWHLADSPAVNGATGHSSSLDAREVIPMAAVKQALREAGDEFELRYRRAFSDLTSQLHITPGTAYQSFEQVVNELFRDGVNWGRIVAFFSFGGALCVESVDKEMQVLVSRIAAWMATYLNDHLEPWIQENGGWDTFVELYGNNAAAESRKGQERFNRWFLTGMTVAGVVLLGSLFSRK
GLD-1 RNA inh = GLD-1/TGE RNA complex disruptors, primary screen, biochemical, fluorescence polarization | Female germline-specific tumor suppressor gld-1 (Caenorhabditis elegans), Q17339 | inhibition, % at 5.96 µM | purified GLD-1 + fluorescein TGE RNA | 320,000 compounds, 0.44% hits;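 active means percent inhibition above a per-plate cutoff, the plate mean of test compounds plus 3 SD, cut at about 30% in these data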;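 further: 0% = DMSO wells with GLD-1 and probe and 100% = wells lacking GLD-1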
pPAFAH inh = pPAFAH enzyme inhibitors, primary screen, biochemical, fluorescence polarization, human; 330,000 compounds, 1.5% hits; inhibition, % at 3.39 µM; recombinant pPAFAH, FP-rhodamine probe fluorescence polarization;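 active means inhibition above the mean inhibition across the screen plus 3 SD, cut at about 25% in these data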;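 further: inhibitors block binding of the rhodamine activity-based probe so polarization drops; 0% = enzyme with DMSO and 100% = wells lacking pPAFAH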
Target sequence (Q13093 whole entry, looked up): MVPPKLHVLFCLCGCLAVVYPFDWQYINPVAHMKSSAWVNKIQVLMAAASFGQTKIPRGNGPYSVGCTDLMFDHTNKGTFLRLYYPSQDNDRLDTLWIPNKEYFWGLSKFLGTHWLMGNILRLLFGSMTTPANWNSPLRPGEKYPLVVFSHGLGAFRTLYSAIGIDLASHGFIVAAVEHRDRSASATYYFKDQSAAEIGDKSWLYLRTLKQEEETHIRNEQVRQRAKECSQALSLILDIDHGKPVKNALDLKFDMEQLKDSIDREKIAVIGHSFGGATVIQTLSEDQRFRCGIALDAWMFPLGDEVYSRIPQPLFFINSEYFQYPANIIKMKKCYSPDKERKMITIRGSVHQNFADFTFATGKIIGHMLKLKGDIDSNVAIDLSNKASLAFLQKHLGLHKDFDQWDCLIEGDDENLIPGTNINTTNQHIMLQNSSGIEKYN
The depositor's hits bear a star. An excerpt; rates above refer to the full screens.

Screening Cc1ccc(N2C(=O)N(CC(=O)NCc3ccc(Cl)cc3)C(=O)C2C)cc1 (stereo unspecified) returned AHR act -2, PME-1 primary -5, MEX-5 binding 0.7, Fam108B inh 1, MCL1 BIM primary -7, PAFAH1B2 FP inh 1, Bcl-xL primary 4, GLD-1 RNA inh 4 and pPAFAH inh 4.
Screening CCc1ccc2c(c1)[C@H]1OCC[C@H]1[C@@H](c1cccs1)N2 returned AHR act 78*, PME-1 primary 2, MEX-5 binding -0.3, Fam108B inh 6, MCL1 BIM primary 15, PAFAH1B2 FP inh 0, Bcl-xL primary 7, GLD-1 RNA inh 2 and pPAFAH inh 2.
Screening CCCc1nc2c(nnn2Cc2ccccc2)c(=O)[nH]1 returned AHR act 0, PME-1 primary -8, MEX-5 binding -1.6, Fam108B inh -7, MCL1 BIM primary -9, PAFAH1B2 FP inh 3, Bcl-xL primary -16, GLD-1 RNA inh 4 and pPAFAH inh -10.
CC1(C)Cc2c(c(=S)nc(-c3ccccc3)n2Cc2cccnc2)CO1 was read as AHR act -1, PME-1 primary 2, Fam108B inh -1, MCL1 BIM primary 10, PAFAH1B2 FP inh 8, Bcl-xL primary 3, GLD-1 RNA inh 8 and pPAFAH inh -1.
CC1CCCCC1NC(=O)c1ccc2c(c1)OCCO2 (stereo unspecified) was read as AHR act 8, PME-1 primary 1, MCL1 BIM primary 2, PAFAH1B2 FP inh 6, Bcl-xL primary 3, GLD-1 RNA inh -14 and pPAFAH inh -5.
For O=C(NCCOC12CC3CC(CC(C3)C1)C2)c1cccc(Br)c1 the results were AHR act 4, PME-1 primary -5, MEX-5 binding 2.3, Fam108B inh -4, MCL1 BIM primary 4, PAFAH1B2 FP inh 1, Bcl-xL primary -1, GLD-1 RNA inh 6 and pPAFAH inh 0.
COC(=O)c1cc(NC(=O)C2CCCN(S(=O)(=O)c3c(C)n[nH]c3C)C2)cc(C(=O)OC)c1 (stereo unspecified) was read as AHR act 2, PME-1 primary -6, MEX-5 binding 0.0, Fam108B inh -5, MCL1 BIM primary 5, Bcl-xL primary 3, GLD-1 RNA inh 3 and pPAFAH inh 4.
For CCN(CCCNC(=O)Cn1ncc2c(=O)oc3ccccc3c21)c1cccc(C)c1 the results were AHR act 2, PME-1 primary 1, MEX-5 binding 0.2, Fam108B inh 4, MCL1 BIM primary -1, PAFAH1B2 FP inh -1, Bcl-xL primary 1, GLD-1 RNA inh 13 and pPAFAH inh 1.
`Cc1ccc2nsnc2c1NC(=O)c1cncc(Br)c1` gave AHR act 8, PME-1 primary 2, MEX-5 binding 0.9, Fam108B inh -1, MCL1 BIM primary 6, PAFAH1B2 FP inh -4, Bcl-xL primary 8, GLD-1 RNA inh -2 and pPAFAH inh -1.
For COc1cccc(C(=O)Nc2ccccc2N2CCOCC2)c1 the results were AHR act 16, PME-1 primary -3, MEX-5 binding 0.1, Fam108B inh 2, MCL1 BIM primary 9, PAFAH1B2 FP inh 6, Bcl-xL primary 8, GLD-1 RNA inh 5 and pPAFAH inh -1.
For CCCCN(C(=O)CCCc1nc2ccccc2s1)c1c(N)n(CC(C)C)c(=O)[nH]c1=O the results were AHR act 5, PME-1 primary 1, MCL1 BIM primary -3, PAFAH1B2 FP inh 2, Bcl-xL primary -2, GLD-1 RNA inh -1 and pPAFAH inh 1.
`CCOC(=O)c1[nH]c(C)c(C)c1C` gave AHR act -5, PME-1 primary 1, MEX-5 binding -0.5, Fam108B inh -1, MCL1 BIM primary -6, PAFAH1B2 FP inh 4, Bcl-xL primary 4, GLD-1 RNA inh -3 and pPAFAH inh 4.
Screening COc1cc(C(=O)NCc2ncccc2C)ccc1OC1CCN(C(C)=O)CC1 returned AHR act -2, PME-1 primary 3, MEX-5 binding -0.7, Fam108B inh -1, MCL1 BIM primary 6, PAFAH1B2 FP inh -1, Bcl-xL primary 2, GLD-1 RNA inh 1 and pPAFAH inh 1.
`CSc1ncccc1C(=O)NCc1ccccc1Cl` gave AHR act 1, PME-1 primary 2, MEX-5 binding 1.5, Fam108B inh 2, MCL1 BIM primary 5, PAFAH1B2 FP inh 4, Bcl-xL primary 4, GLD-1 RNA inh 1 and pPAFAH inh -3.
Screening CC(C)(C)c1ccc(C(=O)NNC(=O)C2CCCCC2)cc1 returned AHR act 4, PME-1 primary 2, MEX-5 binding -0.3, Fam108B inh 5, MCL1 BIM primary 1, PAFAH1B2 FP inh 5, Bcl-xL primary -1, GLD-1 RNA inh -3 and pPAFAH inh 0.
Screening Cc1nc2nc(SCc3ccc([N+](=O)[O-])cc3)[nH]c2cc1Br returned AHR act 4, PME-1 primary 5, MEX-5 binding 0.2, Fam108B inh -2, MCL1 BIM primary 0, PAFAH1B2 FP inh 0, Bcl-xL primary 0, GLD-1 RNA inh 2 and pPAFAH inh -3.
For Cc1ccc(C(=O)c2c(NC(=O)CSc3nnc(N)s3)sc3c2CCCC3)cc1 the results were AHR act -3, PME-1 primary -3, MEX-5 binding -5.8, Fam108B inh 0, MCL1 BIM primary 16, PAFAH1B2 FP inh -2, Bcl-xL primary 11, GLD-1 RNA inh 1 and pPAFAH inh 13.
`CCCCN(CCCC)CC(O)CN1C(=O)NC(C)(C)C1=O` (stereo unspecified) gave AHR act 1, PME-1 primary 1, MEX-5 binding 1.5, Fam108B inh 2, MCL1 BIM primary 0, PAFAH1B2 FP inh 4, Bcl-xL primary 2, GLD-1 RNA inh 15 and pPAFAH inh -1.
For COc1ccc(/C(N)=N/OC(=O)c2cccc([N+](=O)[O-])c2)cc1 the results were AHR act 12, PME-1 primary 0, MEX-5 binding -0.8, Fam108B inh 1, MCL1 BIM primary -1, PAFAH1B2 FP inh 6, Bcl-xL primary 4, GLD-1 RNA inh -2 and pPAFAH inh -3.
COc1ccc(OC)c(-c2cc(C(=O)Nc3cccc(Cl)c3)no2)c1 was read as AHR act 55*, PME-1 primary -11, MEX-5 binding 0.3, Fam108B inh -30, MCL1 BIM primary 9, PAFAH1B2 FP inh 3, Bcl-xL primary 7, GLD-1 RNA inh -2 and pPAFAH inh -3.
`O=C(COC(=O)c1ccc(OC(F)F)cc1)NC(=O)NC1CCCC1` gave AHR act -2, PME-1 primary -2, MCL1 BIM primary 1, PAFAH1B2 FP inh 3, Bcl-xL primary 9, GLD-1 RNA inh -1 and pPAFAH inh 5.
COc1cc(/C=N/NC(=S)Nc2cccc(S(=O)(=O)N(C)C)c2)ccc1O was read as AHR act 8, PME-1 primary 39*, MEX-5 binding -3.8, Fam108B inh 5, MCL1 BIM primary 8, PAFAH1B2 FP inh 5, Bcl-xL primary 6, GLD-1 RNA inh 3 and pPAFAH inh 8.
CCn1c(O)c(C2=NCCCC2)c2ccccc21 was read as AHR act 9, PME-1 primary 0, MEX-5 binding 0.7, Fam108B inh 4, MCL1 BIM primary 9, PAFAH1B2 FP inh 2, Bcl-xL primary 3, GLD-1 RNA inh -6 and pPAFAH inh 7.
`Cc1ccc(-n2ncc3c(=O)n(CC(=O)NCc4ccco4)cnc32)cc1C` gave AHR act 8, PME-1 primary -1, MEX-5 binding -0.2, Fam108B inh 0, MCL1 BIM primary 6, PAFAH1B2 FP inh -5, Bcl-xL primary 7, GLD-1 RNA inh 7 and pPAFAH inh -3.
COc1cc2c(cc1NC(=O)CSc1nnnn1-c1ccccc1)oc1ccccc12 was read as AHR act 15, PME-1 primary -1, MEX-5 binding 1.8, Fam108B inh -2, MCL1 BIM primary -1, PAFAH1B2 FP inh 0, Bcl-xL primary 1, GLD-1 RNA inh 2 and pPAFAH inh 2.
For CCOC(=O)C(Cc1ccccc1)NC(=O)CCc1nnc2ccc(N3CCCC3)nn12 (stereo unspecified) the results were AHR act -1, PME-1 primary -3, MEX-5 binding -0.4, Fam108B inh 2, MCL1 BIM primary -13, PAFAH1B2 FP inh 3, Bcl-xL primary -5, GLD-1 RNA inh -2 and pPAFAH inh -2.
`CCCC(C(=O)NC1CCCC1)N(C(=O)Cn1nnc(-c2ccc(C)o2)n1)c1ccccc1OC` (stereo unspecified) gave AHR act 0, PME-1 primary -7, MEX-5 binding -0.4, Fam108B inh 0, MCL1 BIM primary -1, PAFAH1B2 FP inh 2, Bcl-xL primary 2, GLD-1 RNA inh 3 and pPAFAH inh 8.
`CCOC(=O)N1CCN(C(=O)COC(=O)C2CCN(S(=O)(=O)c3c(C)c(C)cc(C)c3C)CC2)CC1` gave AHR act -2, PME-1 primary 1, MEX-5 binding 1.5, Fam108B inh 0, MCL1 BIM primary 0, PAFAH1B2 FP inh 1, Bcl-xL primary 2, GLD-1 RNA inh 4 and pPAFAH inh 9.
N#Cc1ccc(-c2ccc(OCC(O)Cn3nnc4ccccc43)cc2)cc1 (stereo unspecified) was read as AHR act 4, PME-1 primary -4, Fam108B inh -2, MCL1 BIM primary -1, PAFAH1B2 FP inh 3, Bcl-xL primary 0, GLD-1 RNA inh -8 and pPAFAH inh 5.
`Clc1ccccc1-c1nnc2sc(-c3ccncc3)nn12` gave AHR act 17, PME-1 primary 2, MEX-5 binding 4.1, Fam108B inh -1, MCL1 BIM primary -2, PAFAH1B2 FP inh -3, Bcl-xL primary 1, GLD-1 RNA inh 4 and pPAFAH inh 1.
For O=C(c1ccc(NS(=O)(=O)c2cccs2)cc1)N1CCOCC1 the results were AHR act -1, PME-1 primary 2, MEX-5 binding 0.0, Fam108B inh 4, MCL1 BIM primary -1, PAFAH1B2 FP inh 3, Bcl-xL primary 0, GLD-1 RNA inh 0 and pPAFAH inh -1.
`CCOC(CCNC(=O)c1cc2c(=O)[nH]c3ccccc3c2s1)OCC` gave AHR act 3, PME-1 primary 2, MEX-5 binding 0.6, Fam108B inh 0, MCL1 BIM primary -1, PAFAH1B2 FP inh 7, Bcl-xL primary 1, GLD-1 RNA inh -7 and pPAFAH inh 3.
`COc1ccc(Cl)cc1NC(=O)CN(C)C(=O)c1cn2ccccc2n1` gave AHR act 9, PME-1 primary -4, MCL1 BIM primary 2, PAFAH1B2 FP inh 4, Bcl-xL primary 5, GLD-1 RNA inh -2 and pPAFAH inh -6.
Screening CC(C)(C)OC(=O)N1CCN(C(=O)c2[nH]cnc2C(=O)NCc2ccccc2)CC1 returned AHR act 0, PME-1 primary 0, MCL1 BIM primary -2, PAFAH1B2 FP inh 2, Bcl-xL primary 0, GLD-1 RNA inh 0 and pPAFAH inh 0.
`O=C(Nc1ccc2[nH]ncc2c1)c1ccccc1` gave AHR act 18, PME-1 primary -3, MEX-5 binding 2.1, Fam108B inh -1, MCL1 BIM primary -3, PAFAH1B2 FP inh 6, Bcl-xL primary -3, GLD-1 RNA inh 2 and pPAFAH inh 2.
